# HTR1E agonist – 5-HT1E receptor agonists, primary screen, cell-based, HTS; CHO 5-HT1E Ga15 NFAT-bla reporter, FRET; 0% DMSO wells, 100% control agonist wells; activation, % at 6 µM; actives 0.69% (n = 65,000); AID 574, 2007;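 active means activation above a set limit, the screen-wide mean activation plus 3 SD, cut at about 8.5% in these data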;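 further: 100% = positive control agonist at 1 µM giving full maximal response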
# Target sequence (P28566 whole entry, looked up): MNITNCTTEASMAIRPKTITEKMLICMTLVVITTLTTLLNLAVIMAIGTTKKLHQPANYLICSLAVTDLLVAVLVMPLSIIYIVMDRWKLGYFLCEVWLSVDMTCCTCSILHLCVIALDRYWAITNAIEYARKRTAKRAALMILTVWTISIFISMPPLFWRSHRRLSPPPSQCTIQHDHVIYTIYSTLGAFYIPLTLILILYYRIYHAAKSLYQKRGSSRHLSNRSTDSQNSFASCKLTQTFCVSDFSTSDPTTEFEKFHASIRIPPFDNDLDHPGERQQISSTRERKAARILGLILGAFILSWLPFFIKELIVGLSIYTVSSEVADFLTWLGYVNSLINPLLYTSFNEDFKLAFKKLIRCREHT
# S1P3 ag – human S1P3 receptor agonists, primary screen, cell-based, primary and confirmation, NFAT-BLA reporter; S1P3 NFAT-BLA reporter cells, agonism, FRET ratio; relative to 1 µM S1P, basal subtracted; activation, % at 4.5 µM; actives 0.1% (n = 60,000); AID 373, 2006;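 active means activation above the screen-wide mean plus 3 SD, cut at about 4.5% in these data, passing the limit was not always enough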; further: some compounds called inactive have numbers as strong as hits
#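 Benchmarks: high control 1 µM S1P / System: stable CHO line with human S1P3, Gα16, NFAT-BLA reporter / Dosing: single compound concentration, 4.5 µM final / Timing: 4 h compound at 37 °C, 2 h substrate at RT / Measured by: FRET β-lactamase substrate fluorescence, excitation 405 nm, 460/535 nm emission ratio, background-subtracted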
# Abs 340nm – compound light absorbance at 340 nm, profiling panel, artefact control, biochemical, MLSMR library, data from PS, PMK, MK assays; compound absorbance at 340 nm, fold over control; fold change at 10 µM; 65,000 tested, under 10 active; AID 708, 2007;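 active means at 10 µM dose, initial 340 nm absorbance at least 2 fold that of control wells; inactive means change under 2 fold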;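 further: initial absorbance extrapolated from kinetic A340 decline of NADH oxidation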
# MMP-13 inhibitor – human MMP13 inhibitors, primary screen, biochemical, FRET peptide cleavage; AID 570, 2006; actives 0.07% (n = 65,000); inhibition, % at 4 µM; MMP-13 fTHP FRET cleavage, Mca fluorescence; Collagenase 3 (Homo sapiens), P45452;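 active means inhibition above the mean of compound-free control plate wells plus 3 SD, cut at about 14% in these data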;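 further: 0% = DMSO wells and 100% = wells with reference MMP-13 inhibitor after basal subtraction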
# 5-HT1A blocker – human 5-HT1a receptor antagonists, primary screen, cell-based, CHO, Ga15 NFAT-bla reporter | inhibition, % at 10 µM | 5-hydroxytryptamine receptor 1A (Homo sapiens), P08908 | actives 0.68% (n = 62,000) | CHO 5-HT1a Ga15 NFAT-bla reporter, antagonist mode;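 active means inhibition above the mean of all tested compounds plus 3 SD, cut at about 43% in these data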;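 further: receptor stimulated by 5-CT agonist at 100 nM near EC80; beta-lactamase reporter measured by ratiometric fluorescence of a cleavable substrate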
# Fluor 339 460 – intrinsic fluorescence of library compounds, ex339/em460 – biochemical, MLSMR library, data from DPM-DC assay, artefact control, profiling panel; compound autofluorescence, ex339/em460 nm, NADH buffer; stronger effect = higher value; 1 = no-compound wells, NADH background; AID 709, 2007; actives 5.5% (n = 65,000); fluorescence fold increase at 10 µM;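 active means at 10 µM, mean starting fluorescence two-fold or more over control wells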;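 further: signal is the first read of a kinetic run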
# 5HT1E antag – 5-HT1E receptor antagonists, primary screen, cell-based, HTS. 5-hydroxytryptamine receptor 1E (Homo sapiens), P28566. CHO 5-HT1E Ga15 NFAT-bla reporter, FRET, antagonist. inhibition, % at 6 µM. actives 0.99% (n = 65,000). AID 571, 2007;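 active means inhibition above a set limit, the mean inhibition across every tested compound plus 3 SD, cut at about 29% in these data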;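 further: signal is the 460 over 535 nm emission ratio of beta-lactamase substrate; 0% = agonist plus DMSO wells and 100% = wells without agonist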
# S1P1 ag-PAM – S1P1 agonists and agonism potentiators, primary screen, cell-based, primary and confirmation screens, CRE-bla reporter; actives 0.57% (n = 56,000); S1P1 CRE-bla cells, forskolin, beta-lactamase FRET, potentiator mode; S1P1 agonist co-added at EC20, 2 nM; 100% = saturating reference agonist, 0% = basal; activation, % at 9.5 µM; Sphingosine 1-phosphate receptor 1 (Homo sapiens), P21453; AID 449, 2006;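 active means activation above a cutoff set at the mean activation of all tested compounds plus 3 SD, cut at about 54% in these data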;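 further: forskolin at 4 µM as EC80 and the EC20 agonist is SEW2871; 100% = SEW2871 at its EC100 plus forskolin at EC80; some compounds past the cut are filed as inactive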
# Target sequence (P21453 whole entry, looked up): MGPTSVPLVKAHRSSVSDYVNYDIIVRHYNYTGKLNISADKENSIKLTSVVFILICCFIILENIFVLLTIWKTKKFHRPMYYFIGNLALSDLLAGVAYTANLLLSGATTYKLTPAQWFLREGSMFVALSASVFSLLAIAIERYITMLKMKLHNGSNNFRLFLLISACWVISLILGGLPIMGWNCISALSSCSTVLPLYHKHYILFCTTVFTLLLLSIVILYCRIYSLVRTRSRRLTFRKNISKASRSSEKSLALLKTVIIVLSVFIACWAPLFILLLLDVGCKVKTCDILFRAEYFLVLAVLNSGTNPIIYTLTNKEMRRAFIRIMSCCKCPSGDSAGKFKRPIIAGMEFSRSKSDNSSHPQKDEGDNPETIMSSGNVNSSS
# HER2 expr 66K – inhibitors of Her2 protein expression, primary screen, SKBR-3 cells, AlphaScreen, 66K library. actives 0.69% (n = 65,000). Receptor tyrosine-protein kinase erbB-2 (Homo sapiens), P04626. SKBR-3 HER2 protein level, 18-24 h; stronger effect = lower value. AID 645, 2007. HER2 level % of control, % at 10 µM;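 active means HER2 level under 5% of the carrier-only control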;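 further: 100% = DMSO carrier and 0% = 500 nM PU-H71 HSP90 inhibitor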
# Numbers without * were called inactive; nt = not tested or not shown; [ ] = another dose, or the depositor's remark.
SMILES,HTR1E agonist,S1P3 ag,Abs 340nm,MMP-13 inhibitor,5-HT1A blocker,Fluor 339 460,5HT1E antag,S1P1 ag-PAM,HER2 expr 66K
N#Cc1ccc(Oc2ccc(C(N)=O)cc2)cc1C#N,0.7,nt,1.1,1,-3,1.1,-5,nt,117
Cn1c(=O)c2c(nc(Sc3n[nH]c(N)n3)n2Cc2ccccc2Cl)n(C)c1=O,0.3,-1.2,1,-2,-7,1,0,14,84
CC(C)CN(C(=O)COC(=O)Cn1cnc2ccccc2c1=O)C1CCS(=O)(=O)C1 (configuration not stated),-0.3,0.0,1,-4,3,1.1,-2,-18,99
CCN(CC)S(=O)(=O)c1cc(Br)ccc1OC,-0.3,nt,1.1,1,4,1.1,7,nt,71
COCCNC(C)C(=O)C12CC3CC(CC(C3)C1)C2 (configuration not stated),0.3,-0.7,1,2,2,1.1,-3,-20,103
COCCCn1c(-c2ccsc2)nc2c1c(=O)[nH]c(=O)n2Cc1ccccc1,0.2,-0.2,0.98,-12,-10,1.2,6,-10,107
COc1ccccc1-c1noc(CCC(=O)Nc2cccc(C(F)(F)F)c2)n1,-1.2,-1.2,1,-2,8,1.1,18,6,90
COc1cccc(C(=O)OC(C)CN2CCCC2)c1 (configuration not stated),2.0,-0.3,1,2,3,1.1,7,0,114
O=C(O)c1ccc(COc2ccc3c4c(c(=O)oc3c2)CCC4)o1,-0.7,-0.3,1.1,-78[fluorescence artefact?],9,3.5*,10,7,95
O=C(O)CCCCCNC(=O)CCn1nnc2ccccc2c1=O,1.1,-1.9,0.98,2,-8,1.1,-1,-26,70
CCOC(=O)Nc1ccc2c(c1)N(C(=O)CN1CCN3CCCC3C1)c1ccccc1CC2 (configuration not stated),-0.4,0.3,1,-12,4,1.1,4,-6,98
CCOc1ccc(NS(=O)(=O)c2ccc3[nH]cc(C(=O)NC(C)CC)c(=O)c3c2)cc1 (configuration not stated),-0.2,-0.7,1.1,-4,-2,1.2,-3,-12,77
C=CCn1c(=N)n(CC(=O)OC)c2ccccc21,0.2,-0.4,1,-6,-1,1.1,-4,6,79
Cn1c2ccccc2c2cnn(CC(=O)N3CCN(c4ncccn4)CC3)c(=O)c21,-0.7,-1.4,1.1,-6,13,1.4,12,11,96
O=C1CC(c2ccccc2)CN1C(=O)c1ccccc1 (configuration not stated),-0.9,-0.4,1,3,-5,1.1,-4,-16,94
COc1cc(C(=O)Nc2ccc(OCC(=O)O)cc2)cc(OC)c1OC,-0.7,-1.3,1,-1,-6,1.1,-15,2,98
COc1ccccc1NS(=O)(=O)c1ccc(C)c(C(=O)NCC2CCCO2)c1 (configuration not stated),0.9,0.2,0.99,-6,-17,1.1,-14,10,159
Fc1ccc2nc3n(c2c1F)CCCCCC3,0.4,-0.1,1,4,13,1.1,2,12,95
Cc1nc2c(c(=O)n1Cc1ccccc1Cl)c1nc3ccccc3nc1n2Cc1ccco1,2.5,0.0,1.1,-71[fluorescence artefact?],2,2.3*,8,-1,70
CC(=O)n1nc(-c2ccccc2)nc1NCc1ccc(F)cc1,-0.4,-1.3,1,-1,22,1.1,-5,16,73
CSc1nc2[nH]c3c(c2c2nncn12)CC(C)(C)OC3,-0.7,-3.0,1.1,7,nt,1,11,-11,133
COc1ccc(OC)c(-c2nnc(SCC(=O)NC3CCCCC3)o2)c1,0.9,-0.5,1,3,-5,1.1,12,16,nt
CC(=O)N1CCc2cc(S(=O)(=O)NC(C(=O)NC3CCCc4ccccc43)C(C)C)ccc21 (configuration not stated),-0.6,0.6,1,-2,0,1.1,-1,16,165
COc1ccc(OC)c(C2=NOC(C(=O)Nc3cc(C)nn3-c3ccccc3)C2)c1 (configuration not stated),-2.1,0.2,1,-3,-5,1.1,15,-190,128
COc1ccc(S(=O)(=O)N2CCC(C(=O)NCC(c3cccs3)N(C)C)CC2)cc1 (configuration not stated),0.1,-0.2,1,3,-10,1.1,-2,5,142
CCC(=O)Nc1c2c(nn1-c1ccc(F)cc1)CS(=O)C2 (configuration not stated),-0.8,0.0,1.1,-1,4,0.94,-9,-13,86
CC1(C)CC(=O)C=C(NCCN2CCN(C(=O)Nc3ccccc3)CC2)C1,0.0,0.1,0.98,4,-7,1.1,-2,-29,108
CN(C)C(=O)N1CCC(C(=O)NCc2ccccc2Cl)CC1,-0.4,-0.5,1,6,-3,1,3,-8,85
Cc1nc2ccc(Nc3nc4cc(S(=O)(=O)N5CCOCC5)ccc4o3)cc2s1,0.0,-0.7,1,0,0,1.1,11,2,92
CN1CCN(c2nc3c(c(=O)n(C)c(=O)n3C)n2CC(N)=O)CC1,-0.2,0.3,0.99,2,9,1,-7,15,116
O=C(Nc1cccc(C(=O)N2CCCCCC2)c1)c1ccco1,-0.3,-1.1,1,4,1,1.1,2,-5,105
N#CC12CCCCC1CC1CCCCC1(C#N)N2Cc1ccccn1 (configuration not stated),-0.9,-3.4,1,-1,nt,1,8,26,192
Fc1cccc(Nc2cc(-n3cccn3)ncn2)c1,-0.2,-0.9,1,-8,4,1.1,7,10,55
CCOc1ccc(CN2C(=O)c3ccccc3C2C(=O)NCc2cccnc2)cc1 (configuration not stated),-0.6,0.2,0.99,-3,-5,1.1,-8,-15,86
O=C(Cn1ncc2c(=O)oc3ccccc3c21)NC1CC1,0.4,0.0,0.99,4,-14,1.1,-3,-16,81
CCCN1C(=O)c2ccc(C(=O)NC3=NCCS3)cc2C1=O,0.2,-0.5,1,-1,-2,1.1,-3,-24,81
O=C(O)C1CC=CCC1C(=O)Nc1ccc(F)c(F)c1 (configuration not stated),0.2,0.0,1.1,-2,1,1.1,5,-5,118
CCCCCCn1c(SCCCC)nc2c1c(=O)[nH]c(=O)n2C,0.3,-1.6,1,3,10,1,4,-9,105
Cc1onc(-c2ccccc2Cl)c1C(=O)NCc1ccc(S(N)(=O)=O)cc1,0.2,-1.0,1,3,-5,1.1,-5,-20,104
Nc1ncnc2c1ncn2CCN1CCCCC1,-0.8,-1.0,1,4,15,1,9,nt,101
O=C(CNC(=O)c1ccccc1C(=O)O)c1ccccc1,0.1,-0.5,0.99,-2,16,1.1,2,-20,111
CCOC(=O)N1CCC(N2Cc3cccc(C(=O)NC(C)c4ccc5c(c4)OCCO5)c3C2=O)CC1 (configuration not stated),-0.3,-0.5,1,1,0,1.1,3,1,86
CCc1ccc(S(=O)(=O)NCc2cn3cccc(C)c3n2)s1,0.0,-1.2,1,5,-8,1.1,6,29,80
Cc1cccc(N(C)C(=S)Oc2ccc3ccccc3c2)c1,2.2,-2.9,1,-2,nt,1,11,16,107
O=c1nc(N2CCCC2)nc(Nc2ccccc2)[nH]1,-1.2,0.3,0.99,-2,4,1.1,3,5,87
CCc1ccc2oc(-c3ccc(N)cc3)nc2c1,0.6,-0.5,1.2,-381[fluorescence artefact?],1,2.1*,-14,25,66
Cn1c(=O)oc2cc(S(=O)(=O)Nc3ccc4c(c3)OCO4)ccc21,0.5,-0.9,1,-11,10,1.1,3,-7,88
Cn1c(NCCN2CCCCC2)cc(=O)n(C)c1=O,-1.0,-6.3,0.99,-2,nt,1.1,4,2,85
OCc1nc2ccccc2n1C/C=C/c1ccccc1,0.0,-0.5,1,3,13,1.1,2,14,94
COc1ccccc1NS(=O)(=O)c1cccc2cccnc12,0.6,0.0,1.1,8,-9,1.1,-5,-8,115
COC(=O)c1sccc1NC(=O)c1c(C)cc(=O)oc1C,-1.1,-4.5,1,0,nt,1.1,11,5,103
CCOC(=O)c1c(N)sc(C(O)(C(F)(F)F)C(F)(F)F)c1-c1ccc(OC)cc1OC,-0.4,-0.5,1,7,24,1.1,-1,2,104
Cc1cc(C)n(CCc2nc(-c3cccs3)cs2)n1,0.0,1.8,1,-3,4,1.1,-1,-4,109
CCN(CC)CCNC(=O)c1ccccc1C(=O)c1ncc[nH]1,-1.3,-2.0,1,4,2,1.1,0,1,107
Cc1c(/C(O)=C2/C(=O)C(=O)N(CCN3CCOCC3)C2c2ccco2)cnn1-c1ccccc1 (configuration not stated),1.1,-0.5,1.1,-5,-5,1.1,1,-10,85
COc1ccc(CNC(=O)c2cc(-c3ccc(OC)c(OC)c3)on2)cc1,0.0,-0.9,0.99,-3,-4,1,-8,-18,83

# Sorted by molecular weight (low to high): 11 of the compounds above.
SMILES,HTR1E agonist,S1P3 ag,Abs 340nm,MMP-13 inhibitor,5-HT1A blocker,Fluor 339 460,5HT1E antag,S1P1 ag-PAM,HER2 expr 66K
CCc1ccc2oc(-c3ccc(N)cc3)nc2c1,0.6,-0.5,1.2,-381[fluorescence artefact?],1,2.1*,-14,25,66
O=c1nc(N2CCCC2)nc(Nc2ccccc2)[nH]1,-1.2,0.3,0.99,-2,4,1.1,3,5,87
OCc1nc2ccccc2n1C/C=C/c1ccccc1,0.0,-0.5,1,3,13,1.1,2,14,94
Cn1c(NCCN2CCCCC2)cc(=O)n(C)c1=O,-1.0,-6.3,0.99,-2,nt,1.1,4,2,85
Cc1cc(C)n(CCc2nc(-c3cccs3)cs2)n1,0.0,1.8,1,-3,4,1.1,-1,-4,109
COC(=O)c1sccc1NC(=O)c1c(C)cc(=O)oc1C,-1.1,-4.5,1,0,nt,1.1,11,5,103
CCN(CC)CCNC(=O)c1ccccc1C(=O)c1ncc[nH]1,-1.3,-2.0,1,4,2,1.1,0,1,107
CCc1ccc(S(=O)(=O)NCc2cn3cccc(C)c3n2)s1,0.0,-1.2,1,5,-8,1.1,6,29,80
Cn1c(=O)oc2cc(S(=O)(=O)Nc3ccc4c(c3)OCO4)ccc21,0.5,-0.9,1,-11,10,1.1,3,-7,88
COc1ccc(CNC(=O)c2cc(-c3ccc(OC)c(OC)c3)on2)cc1,0.0,-0.9,0.99,-3,-4,1,-8,-18,83
Cc1c(/C(O)=C2/C(=O)C(=O)N(CCN3CCOCC3)C2c2ccco2)cnn1-c1ccccc1 (configuration not stated),1.1,-0.5,1.1,-5,-5,1.1,1,-10,85

# High-throughput results as filed in PubChem.
